# KDM5B inhibitor = KDM5B demethylase inhibition; KDM5B demethylase, FDH-coupled NADH fluorescence (FDH is formaldehyde dehydrogenase); 2.6% of 220,000 active; Q9UGL1; Potency, µM (titrated, usually from 57.7 µM), for inactives: top-dose activity change, negative = inhibition, hits mostly inhibitors; AID 1347165; active = well fitted inhibition curve with a large enough effect; inconclusive = small, poorly fitted or top-dose-only effect; inactive = no such curve, though single readings can be large or run the other way; note: 0% is about no effect; nearly all actives have a fitted effect of over 70% in size
# Target sequence (Q9UGL1 whole entry, looked up): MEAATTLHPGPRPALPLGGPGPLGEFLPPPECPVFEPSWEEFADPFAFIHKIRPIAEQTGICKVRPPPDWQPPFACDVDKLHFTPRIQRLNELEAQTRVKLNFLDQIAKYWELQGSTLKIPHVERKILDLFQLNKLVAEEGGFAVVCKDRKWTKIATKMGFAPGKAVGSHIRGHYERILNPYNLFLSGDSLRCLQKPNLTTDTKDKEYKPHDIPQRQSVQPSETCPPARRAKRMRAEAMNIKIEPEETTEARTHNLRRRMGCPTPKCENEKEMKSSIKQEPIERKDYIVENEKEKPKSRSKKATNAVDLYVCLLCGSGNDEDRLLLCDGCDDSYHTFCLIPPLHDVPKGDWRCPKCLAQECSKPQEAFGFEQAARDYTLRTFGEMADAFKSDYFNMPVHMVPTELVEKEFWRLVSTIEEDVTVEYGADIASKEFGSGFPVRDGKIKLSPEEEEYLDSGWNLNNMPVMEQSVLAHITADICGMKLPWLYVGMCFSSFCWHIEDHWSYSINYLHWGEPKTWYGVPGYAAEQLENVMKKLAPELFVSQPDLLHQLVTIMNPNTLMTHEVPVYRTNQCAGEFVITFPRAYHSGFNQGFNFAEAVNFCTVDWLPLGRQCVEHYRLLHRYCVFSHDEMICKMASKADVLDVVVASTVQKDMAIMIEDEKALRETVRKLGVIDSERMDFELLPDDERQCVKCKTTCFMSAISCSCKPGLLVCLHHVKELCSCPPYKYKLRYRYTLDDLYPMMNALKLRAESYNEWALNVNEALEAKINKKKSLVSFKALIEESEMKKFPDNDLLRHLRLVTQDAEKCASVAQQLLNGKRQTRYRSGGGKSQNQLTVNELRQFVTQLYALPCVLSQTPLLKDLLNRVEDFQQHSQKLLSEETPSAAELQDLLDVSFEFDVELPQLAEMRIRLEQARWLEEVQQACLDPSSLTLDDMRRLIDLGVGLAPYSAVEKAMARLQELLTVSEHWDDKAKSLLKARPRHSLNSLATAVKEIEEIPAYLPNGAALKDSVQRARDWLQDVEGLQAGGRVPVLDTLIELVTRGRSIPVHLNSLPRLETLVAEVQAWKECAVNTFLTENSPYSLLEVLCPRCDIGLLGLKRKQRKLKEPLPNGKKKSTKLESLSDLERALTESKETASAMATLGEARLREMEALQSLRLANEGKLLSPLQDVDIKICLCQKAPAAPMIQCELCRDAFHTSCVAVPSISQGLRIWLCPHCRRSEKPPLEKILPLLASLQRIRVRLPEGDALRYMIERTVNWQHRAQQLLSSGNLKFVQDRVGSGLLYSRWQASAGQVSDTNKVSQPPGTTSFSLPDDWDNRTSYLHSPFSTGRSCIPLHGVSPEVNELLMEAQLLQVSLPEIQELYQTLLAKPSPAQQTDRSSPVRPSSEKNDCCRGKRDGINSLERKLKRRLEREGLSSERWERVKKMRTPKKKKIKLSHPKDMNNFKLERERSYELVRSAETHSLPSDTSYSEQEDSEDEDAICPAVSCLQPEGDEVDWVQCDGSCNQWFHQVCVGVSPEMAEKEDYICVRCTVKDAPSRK
#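 Compound dilutions met 200 nM (final) KDM5BΔAP for 10 min at room temperature before substrate addition. The substrate mix held 12.5 µM H3K4me3 with cofactors 25 µM α-ketoglutarate and 50 µM Fe²⁺. NADH signal gain over 30 min defined activity.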
# * = called active by the depositor; u = inconclusive; [ ] = remark or other dose. Potency is the fitted concentration of half-maximal effect. Some of the compounds tested; count on the stated rates, not on these rows.
SMILES,KDM5B inhibitor
O=C(c1cccc(F)c1)N1CCC(Cc2nc(C3CCOCC3)no2)CC1,-7%
CO[C@H]1O[C@@H]2COC(c3ccccc3)O[C@H]2[C@@H]2OC(c3ccccc3)O[C@H]12 (some centres not stated),16%
Cc1ccc(C(=O)c2sc(Nc3cccc(F)c3)nc2N)c(C)c1,-16%
COc1cccc(-c2nc(C3CC(=O)N(c4ccc(C)cc4)C3)no2)c1OC (configuration not stated),u
FC(F)Oc1ccccc1C=C(c1nc2ccccc2s1)c1nc2ccccc2s1,3%
COc1cccc(N2CCN(C(=O)CNC(=O)c3sc4ccccc4c3Cl)CC2)c1,-18%
Cc1cc(C=C(C#N)C#N)c(C)n1-c1ccncc1,-20%
Cc1ccc(NC2(c3nnnn3-c3cccc(C)c3)CCCCC2)cc1,-8%
Cn1cc(C#N)cc1C(=O)N1C[C@H](CO)C[C@H](CN2CCOCC2)C1,24%
CCc1ccc(NC(=O)CN2C(=O)CSc3ccc(S(=O)(=O)N(C)C)cc32)cc1,4%
CC1=C(C(=O)OC(C)C)C(c2ccccc2F)N2C(CC(=O)N3CCCC3)=CSC2=N1 (configuration not stated),u
Cc1cc(C)c(NC(=O)CCn2cnc3c2c(=O)n(C)c(=O)n3C)c(C)c1,-5%
COc1ccc(C(=O)Nc2ccc(OCc3cc(=O)n4ccccc4n3)cc2)cc1,-2%
CCCNc1c(NC(=O)C(C)C)c(=O)oc2ccccc12,-11%
Cc1c(-c2ccccc2F)[nH]c2ccc(CNC(=O)CC3CCC(=O)N3)cc12 (configuration not stated),32µM*
Cc1nn(CCc2nnc(Nc3ccn(Cc4ccccc4Cl)n3)s2)cc1Br,11%
CCN1CCC2(CCC1=O)CN(Cc1cccc(Cl)c1F)CCN2C (configuration not stated),8%
Cc1cc(C)n(-c2nnc(SCC(=O)Nc3ccccc3OC(F)F)n2N)n1,-8%
COc1ccc(OC)c(CNC(=O)Cn2nc(C)c3c(C)n(-c4ccccc4)nc3c2=O)c1,5%
c1cc2c(cc1CNC1(Cc3cc(CN4CCCCC4)on3)COC1)OCO2,-5%[86.2 µM]
COc1ccc(NC(=O)NNS(=O)(=O)c2ccc(Br)cc2)cc1,24%
COCCCNC(=O)c1ccc(CS(=O)(=O)c2cccc(C(F)(F)F)c2)o1,-3%
Cc1ccc(NC(=O)C(Cc2ccccc2)NS(=O)(=O)c2ccc3c(c2)oc(=O)n3C)c(Cl)c1 (configuration not stated),-20%
OCCn1ccc(-c2ccccc2OCc2ccc(F)cc2)n1,23%
Cc1ccc2nc(CCCO)[nH]c2c1,18%
# (next part)
SMILES,KDM5B inhibitor
COC(=O)c1cn(CC(=O)Nc2ccc(C)c(C)c2)c2ccccc12,10%
CCOc1ncccc1C(=O)N1CCc2[nH]nc(-c3cccc(F)c3)c2C1,-13%
CC1(C)CC(=O)c2cc(C#N)c(SCc3ccccc3Cl)nc2C1,-5%
O=C(Cn1nc(C(=O)O)c2ccccc2c1=O)Nc1ccc(F)cc1,18%
CC(C)(C)c1ccc(OCC(=O)NC(Cc2c[nH]c3ccccc23)C(=O)O)cc1 (configuration not stated),-12%
CC(=O)c1ccc(Nc2cc(C)nc3nc(Cc4ccccc4)nn23)cc1,-21%
Cc1oc(C)c2c(=O)cc(-c3ccc4c(c3)OCO4)cc(OC(=O)c3ccccc3Cl)c12,16%
CCOC(=O)c1sc(N)c(C#N)c1COC(=O)C12CC3CC(CC(O)(C3)C1)C2,2%
O=C(CC1CCOC2(CCN(Cc3cccs3)CC2)C1)NC1CC1 (configuration not stated),3%
CC1(C)CC(=O)C2=C(C1)OC(N)=C(C#N)C2c1ccc(-c2cc(Cl)ccc2Cl)o1 (configuration not stated),8%
CCOCCCNC(=O)N1CCc2c(c(-c3nncn3Cc3ccccc3)nn2C)C1,7%
CN(C)c1nc(NCCNS(=O)(=O)c2ccc(Cl)cc2)ncc1F,8%
Cn1nc(C(=O)N2CCC3(CC2)N=C(c2ccc(Br)cc2)NO3)c2ccccc21,-8%
Cc1ccc(-c2cc(C(=O)Nc3ccc(S(=O)(=O)N4CCCCC4C)cc3)no2)cc1F (configuration not stated),13%
Cc1nnc(SCC(=O)NCc2ccccc2F)c2nn(-c3ccc(Cl)cc3)c(C)c12,u
C/C(=C/C(=O)NS(=O)(=O)N(C)C)c1ccc(F)cc1,13%
COc1ccc2cc(C3CN(C(=O)c4cccc(CO)n4)CCO3)ccc2c1 (configuration not stated),15%
COc1ccccc1NC(=O)Cc1cnc(-n2cccc2)s1,-1%
COc1ccc(NC(=O)C2=C(C)Nc3nc(SC)nn3C2c2cc(OC)ccc2OC)cc1 (configuration not stated),-7%
CSc1ccccc1C(=O)Nc1cccc(F)c1,-4%
O=C(c1ccccc1)N1CCN(Cc2ccc(=O)n(CC3CC3)c2)CC1,-32%
CN1CCCCCC(O)c2cc(C(=O)NC3CCCCC3)ccc21 (configuration not stated),-11%
CC(/C=N/n1c(-c2ccccn2)n[nH]c1=S)=C\c1ccccc1,-7%
CC(C)(C)c1ccc(C(=O)NCCC(=O)N2CCCC2)cc1,26%
CN(C)C(=O)c1c(NC(=O)c2ccccc2)sc2c1CCC(C(C)(C)C)C2 (configuration not stated),-21%
# Following part
SMILES,KDM5B inhibitor
COCC(=O)N1CCCC(c2noc(COc3ccccc3)n2)C1 (configuration not stated),-12%
COc1ncccc1-c1cn(C)c(=O)n2cc(CNc3ccccc3)nc12,u
O=C1N(Cc2ccc(F)c(F)c2)CCCC12CCN(c1nc3ccccc3o1)C2 (configuration not stated),3%
Brc1ccc(-c2noc(C(c3ccccc3)c3ccccc3)n2)o1,13%
O=C(Nc1ccccc1-c1ccccc1)c1cc(Br)ccc1Cl,13%
O=C(c1cnc(Cc2c(Cl)cccc2Cl)[nH]c1=O)N1CCCCC1,9%
CN1CC[C@H]2CN(C(=O)c3scc4c3OCCO4)C[C@@]2(C(=O)O)C1,2%
O=C(Nc1nnc(S(=O)(=O)N2CCCCCC2)s1)c1ccccc1,-9%
O=C1c2c(nc(COc3ccc4c(c3)OCO4)n2Cc2ccccc2)NCCN1CCOc1ccccc1,-27%
Cc1cc(-c2ccc(S(=O)(=O)Nc3cccc(C(F)(F)F)c3)s2)on1,-16%
CCC(C)NC(=O)C1COC2(CCN(C(=O)c3cccc(C)c3)CC2)N1C(=O)c1ccc(OC)cc1 (configuration not stated),0%
Cc1cc(C(=O)CN2CCN(Cc3ccc(C#N)cc3)CC2)c(C)n1Cc1cccs1,-28%
O=C(Nc1cc(I)ccc1C(F)(F)F)c1cc(Cl)ccc1Cl,-12%
O=C(c1cccnc1)N1CCC2(CC1)C(=O)NN=C2c1ccccn1,-2%[86.2 µM]
Cc1ccsc1C(=O)N1C[C@@H](Oc2cccnc2)C[C@@H]1C(=O)N1CCOCC1,-5%
C[C@@H]1CN(CC(=O)NCCc2ccc(F)cc2)CC[C@@]1(O)C1CC1,23%
Cn1c(=O)c2c(ncn2CCCOc2ccc(C#N)cc2)n(C)c1=O,14%
CSc1nc(N)c2c(n1)NC1=C(C(=O)CC(C)(C)C1)C2c1cccnc1 (configuration not stated),u
O=C1CCN(C(=O)CN2CCCCCC2)CCCC(c2nc(-c3cccnc3)no2)CCN1 (configuration not stated),-2%
CN(C)c1cccc(C(=O)N2CCC(c3ccncc3)CC2)c1,-6%
O=C(/C=C/c1ccccc1)Nc1nc2n(n1)C(c1ccc(F)cc1)C=C(c1ccccc1)N2 (configuration not stated),u
CCN(CCCNC(=O)C1CCN(c2cn[nH]c(=O)c2)C1)c1ccccc1 (configuration not stated),-1%
CC(C)c1ccccc1NC(=O)CSc1ncnc2ccccc12,6%
Cc1cc(C(=O)NCc2ccc(CN3CCCC3)cc2)sc1C,-3%
CC(=O)N1CCc2nc(C)nc(-c3ccc(Cl)cc3)c2CC1,7%[86.2 µM]

# Taken from the entries so far (15 entries):
SMILES,KDM5B inhibitor
Cc1c(-c2ccccc2F)[nH]c2ccc(CNC(=O)CC3CCC(=O)N3)cc12 (configuration not stated),32µM*
Cc1nn(CCc2nnc(Nc3ccn(Cc4ccccc4Cl)n3)s2)cc1Br,11%
CCN1CCC2(CCC1=O)CN(Cc1cccc(Cl)c1F)CCN2C (configuration not stated),8%
Cc1cc(C)n(-c2nnc(SCC(=O)Nc3ccccc3OC(F)F)n2N)n1,-8%
COc1ccc(OC)c(CNC(=O)Cn2nc(C)c3c(C)n(-c4ccccc4)nc3c2=O)c1,5%
c1cc2c(cc1CNC1(Cc3cc(CN4CCCCC4)on3)COC1)OCO2,-5%[86.2 µM]
COc1ccc(NC(=O)NNS(=O)(=O)c2ccc(Br)cc2)cc1,24%
COCCCNC(=O)c1ccc(CS(=O)(=O)c2cccc(C(F)(F)F)c2)o1,-3%
Cc1ccc(NC(=O)C(Cc2ccccc2)NS(=O)(=O)c2ccc3c(c2)oc(=O)n3C)c(Cl)c1 (configuration not stated),-20%
OCCn1ccc(-c2ccccc2OCc2ccc(F)cc2)n1,23%
Cc1ccc2nc(CCCO)[nH]c2c1,18%
COC(=O)c1cn(CC(=O)Nc2ccc(C)c(C)c2)c2ccccc12,10%
CCOc1ncccc1C(=O)N1CCc2[nH]nc(-c3cccc(F)c3)c2C1,-13%
CC1(C)CC(=O)c2cc(C#N)c(SCc3ccccc3Cl)nc2C1,-5%
O=C(Cn1nc(C(=O)O)c2ccccc2c1=O)Nc1ccc(F)cc1,18%

# Other records:
SMILES,KDM5B inhibitor
O=C(CCc1ccccc1)N1CC2CC(C1)[C@H]1CCCC(=O)N1C2 (some centres not stated),-9%
C[S+](=O)([O-])N1CCCC(c2nn(-c3ccc(F)cc3)c(=O)[nH]2)C1 (configuration not stated),3%
O=C(CC1CCOC2(CCN(Cc3cccc(F)c3)CC2)C1)NC1CC1 (configuration not stated),9%
Cc1ccc(-c2cc(C(=O)N3CCOCC3)c3cc(C)ccc3n2)cc1,-148%
COc1ccc(C2CC(=O)Nc3c(-c4ccccc4)nsc32)cc1OC (configuration not stated),-13%
Cc1cnc(C(=O)N2CCCC(c3nnc(Cn4cccn4)n3C)C2)cn1 (configuration not stated),1%
O=C(NCC1CCCO1)c1csc(N2CCN(c3ccc(Cl)cc3)CC2)n1 (configuration not stated),10%
C/C(CC12CC3CC(CC(C3)C1)C2)=N\O,16%
CCOC(=O)c1c(S(=O)(=O)N2CCC(C(=O)NCc3cccc(C)c3)CC2)c(C)n(C)c1C,3%
COc1ccc(OC)c(CCNC(=O)c2cnn(-c3ccccc3Cl)c2C2CCN(C(=O)OC(C)(C)C)CC2)c1,-16%
O=C(NC1CCCC1)C(c1ccccc1)N(Cc1ccccc1)C(=O)c1csnn1 (configuration not stated),34%
Cc1ccc(CC(=O)NCCc2noc(C3CC3)n2)cc1,-7%
Cc1cccc(C)c1NC(=O)CN(C)C(=O)COC(=O)c1cccnc1Nc1ccccc1F,19%
O=C1NCCN1C1CCN(Cc2ccccc2)CC1,-8%[86.2 µM]
CCS(=O)(=O)N1CCc2cc(C(=O)CSc3ccc(F)c(F)c3)ccc21,15%
CCC1(C(=O)NCCN2CCOCC2)CCCCC(=O)N1 (configuration not stated),-31%
C=CCSCC(=O)NCC1(c2cccc(Cl)c2)CCOCC1,1%
CCCC1C=CCN1C(=O)c1cc(-c2ccncc2)nc2ccccc12 (configuration not stated),-19%
COc1ccc(C2CC(c3ccccc3NS(=O)(=O)c3ccccc3)=NN2C(C)=O)cc1 (configuration not stated),-10%
CNC(=O)C1(N2CCC[C@H]2C(=O)N(C)CCN(C)C)CCC1,-1%[86.2 µM]
CCN(Cc1ccccc1)C(=O)Cn1c(=O)n(-c2ccc(F)c(Cl)c2)c(=O)c2sc3ccccc3c21,u
CCN(CC)[C@H]1[C@@H]2OC[C@@H](O2)[C@@H](NC(=O)Nc2ccc(OC)cc2)[C@@H]1O,11%[86.2 µM]
CCOC(=O)c1sc2cccc(F)c2c1S(=O)(=O)Nc1cc(OC)ccc1OC,2%
Cc1cccc(C)c1NC(=O)C(C)n1nc(-c2ccccc2)ccc1=O (configuration not stated),-4%
CCc1ccc2c(CN3C(=O)C(=O)N(C4CCCC4)C3=O)cc(=O)oc2c1,-7%

# KDM5B inhibitor, hit marks shown above
SMILES,KDM5B inhibitor
Cc1c(-c2ccccc2F)[nH]c2ccc(CNC(=O)CC3CCC(=O)N3)cc12 (configuration not stated),32µM*

# (listing goes on)
SMILES,KDM5B inhibitor
CCOc1ccc(C(=O)c2cn(Cc3cccc(OC)c3)c3cc4c(cc3c2=O)OCO4)cc1,-14%
Cc1nc(C)c(-c2ccc(SCC(=O)Nc3ccc(F)c(F)c3)nn2)s1,-21%
CCc1ccc2c(COC(=O)c3[nH]c(C)c(C(C)=O)c3C)cc(=O)oc2c1,1%
OC1CCC(NCc2ccc(-c3cnc4c(OCc5ccccc5)nccn34)cc2)CC1 (configuration not stated),28µM*
COc1ccc(Cl)cc1NC(=O)[C@H]1C[C@@H]2CCCN2[C@]12C(=O)Nc1ccc(Cl)cc12,-4%
Cc1noc(-c2ccc(-c3noc(-c4ccc(F)cc4)n3)cc2)n1,u
CC(C)OP(=O)(OC(C)C)C(NC(=O)c1ccccc1)C(N)=O (configuration not stated),6%
CC(C)CCNC(=O)C(=O)Nc1c2c(nn1-c1ccccc1)CS(=O)(=O)C2,-5%
CC(C)NC(=O)N1CCC2(CC1)CN(C(=O)Cc1c[nH]c3ccccc13)CCO2,15%[115 µM]
Cc1ccc(NC(=O)c2ccc(NC(=O)N3CCSc4nc(C)cc(C)c43)cc2)c(Cl)c1,u
Cc1c(C(=O)O)cccc1-c1ccc(C=C(C#N)C#N)o1,1%
CCOc1ccc2oc(=O)cc(CN(C)Cc3ccccc3)c2c1,-35%
CN(c1ccc(OCC(=O)OCC(=O)Nc2ccc(OC(F)F)cc2)cc1)S(=O)(=O)c1cccs1,4%
COc1ccc(OC)c(C2CCCN2C(=O)CSc2nnnn2C2CCCCC2)c1 (configuration not stated),5%
Cc1nc(NCc2csc(-c3cnccn3)n2)cc(C2CC(O)C2)n1 (configuration not stated),u
O=C(c1cc2c(s1)-c1ccccc1OC2)N1CCN(c2ccccc2F)CC1,u
COc1cccc(-c2cc(C(=O)Nc3ccncc3)c3ccccc3n2)c1,u

# Bioassay records from PubChem.
